Assay outcomes: PubChem BioAssay, National Center for Advancing Translational Sciences (NCATS)
p53ts 39C tox: kills p53ts cells at the nonpermissive temperature; H1299-p53A138V viability at 39C, ATP luminescence, 24 h; AID 902; 130,000 tested, 1.5% active; Potency, µM (highest dose often 46.1 µM), without a hit: at the top dose activity change, negative = cell killing, actives largely listed as cytotoxic; further: nearly all actives have a fitted effect of over 55% in size
p53ts 32C kill: cytotoxicity in p53ts cells at permissive temperature. H1299-p53A138V at 32C, ATP luminescence viability, 24 h. Potency, µM (doses to about 46.1 µM), for inactives: at the top dose activity change, negative = cytotoxicity, hits mostly cytotoxic. 130,000 tested, 0.93% active. AID 924;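 further: 0% = DMSO and -100% = full killing by reference compound; nearly all actives have a fitted effect of over 55% in size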
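H1299-p53 A138V cells (temperature-sensitive p53) exposed 24 h to up to 46 uM compound at 32C, where p53 is wild-type in conformation. Viability read as ATP luminescence and normalised to DMSO and 100 uM tamoxifen. AC50 fitted with the Hill equation.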
IkB sig inh: inhibitors of IkB signaling in ABC-DLBCL cells; ABC-DLBCL IkBa-CBG/CBR dual luciferase ratio, 4 h; response scale: scaled: untreated 0%, proteasome inhibitor 100%; Potency, µM (top dose mostly 57.1 µM), for inactives: at the top dose IkBa stabilization activation; 110,000 tested, 0.04% active; AID 445; active means well fitted curve in the direction sought with a large enough effect in the signal ratio, not every such curve was filed as active; inconclusive means small, poorly fitted or top-dose-only effect, or a change in a side signal; the % refers to the signal ratio;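 further: the direction sought is a rising ratio; 0% = basal untreated cells and 100% = reference inhibitor full response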
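In this assay, an IκBα–CBG68 fusion accumulates when IKK-driven degradation is blocked; native CBR normalizes for cell number. OCI-Ly3 cells were treated 4 h with compound and doxycycline, then green and red light read after Chroma-Glo addition.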
Peg3 imprint: genomic imprint erasure induction | mouse ES Peg3-LacZ reporter, beta-gal luminescence, 40 h | Potency, µM (top dose mostly 60.7 µM), for inactives: at the top dose activity change, positive = activation, actives largely listed as activators | 110,000 tested, 0.02% active;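 further: 0% = negative control wells on the plate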
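Gelatin-coated wells received 300 freshly trypsinized female ES cells with a Peg3LacZ-Neo reporter on the maternal allele, then incubated 40 hours at 37C. BetaGlo was added for 5 minutes at room temperature before a single luminescence read.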
* marks the source's active call; other numbers are inactive results; ? = inconclusive; . = no result given; [ ] = another dose, or the depositor's remark. Unless noted, the call rests on the fitted dose curve; in most records, active means well fitted curve in the direction sought with a large enough effect; inconclusive means small, poorly fitted or top-dose-only effect, or another doubt; inactive means no such curve, though single readings can be large; an effect the other way counts as inactive or inconclusive. Unless noted, on the % scale 0 is the no-effect control and ±100 the full control effect; potency means the concentration at half of the fitted maximal effect.

item	structure	p53ts 39C tox	p53ts 32C kill
1	CC(=O)c1cccc(Nc2cc(C)nc3nc(Cc4ccccc4)nn23)c1	-24%	-4%
2	CCCCc1ccc(NC(=O)C2CCCO2)cc1 (configuration not stated)	-29%	?
3	CN1[C@@H]2CC[C@H]1CC(OC(=O)[C@@H](O)c1ccccc1)C2 (some centres not stated)	-6%[9.22 µM]	-4%[9.22 µM]
4	Cc1ccnc(N2CCC(C(=O)Nc3ccc4c(c3)CCC4)CC2)n1	-8%	3%
5	COc1ccccc1NC(=O)C1(C)Cc2ccccc2C(=O)O1 (configuration not stated)	-2%	-11%
6	COC(=O)[C@H](C)NC(=O)C/C=C\[C@@H](C)CO	10%[9.22 µM]	6%[9.22 µM]
7	CC1CCCCN1S(=O)(=O)c1ccc2[nH]c(=O)cc(C(=O)NCCc3ccc(Cl)cc3)c2c1 (configuration not stated)	-25%	1%
8	O=C(Nc1ncc(Cc2ccc(F)cc2)s1)c1ccc2c(c1)CC(c1ccccc1)OC2=O (configuration not stated)	-13%	-7%
9	COc1ccc(C(=O)/C=C/c2cn(CC(O)CN3CCc4ccccc43)c3ccccc23)cc1OC (configuration not stated)	-3%	8%
10	O=C(CSc1ncc(-c2ccccc2)n1-c1ccccc1)NCc1ccco1	-23%	-12%
11	CCOC(=O)c1ccccc1NC(=O)n1ncc2cc(Cl)ccc21	-12%	-3%
12	N#CCCn1c(=O)c(-c2ccccc2)nc2cnc(N3CCOCC3)nc21	-1%	-9%
13	Cc1cccc(C)c1NC(=O)c1ccc2c(c1)N(Cc1cccc(Cl)c1)C(=O)c1ccccc1S2=O (configuration not stated)	27%	22%
14	COc1ccc2c(c1)CCc1c(C(=O)Nc3cc(OC)c(Cl)cc3OC)noc1-2	1%	-3%
15	CCOc1ccc(NC2c3ccccc3C(=O)N2Cc2ccco2)cc1 (configuration not stated)	2%	0%

item	IkB sig inh	Peg3 imprint
1	?	-4%[10.9 µM]
2	?	-20%
3	3.3%[11.4 µM]	1%[10.9 µM]
4	3.1%	-9%
5	8.5%	-22%
6	.	.
7	-0.8%	-5%[10.9 µM]
8	-1.5%	6%[10.9 µM]
9	?	-11%[10.9 µM]
10	?	-4%
11	?	-11%[10.9 µM]
12	-2.1%[11.4 µM]	-17%
13	?	-10%[10.9 µM]
14	2.5%	19%[10.9 µM]
15	4.0%	-15%

item	structure	p53ts 39C tox	p53ts 32C kill
16	COCc1cc(C2C(C(=O)c3ccco3)=C(O)C(=O)N2CCOCCO)ccc1O (configuration not stated)	11%	5%
17	Cc1cc(C)nc(NC(=O)CSc2ccccn2)n1	15%	-1%
18	CCn1c(C2CC(=O)N(Cc3ccccc3)C2)nc2ccccc21 (configuration not stated)	15%	10%
19	O=C1OCc2cc(NC(=O)C3COc4ccccc4O3)ccc21 (configuration not stated)	-3%	-23%
20	CCOc1ccc(NC(=O)c2cnn3c2NC(C)=C(C(=O)Nc2ccc(Cl)cc2)C3c2ccc(OC)c(OC)c2)cc1 (configuration not stated)	?	-4%
21	CC(=O)NCc1cccc(CNC(C)=O)n1	-8%	-5%
22	O=C(COC(=O)C(O)c1ccccc1)NC12CC3CC(CC(C3)C1)C2 (configuration not stated)	-2%	5%
23	O=C1CN(C(=O)c2cc([N+](=O)[O-])ccc2Cl)C(c2ccccc2)c2cc(F)ccc2N1 (configuration not stated)	5%	-9%
24	Cc1ccc(N2C(=O)c3n[nH]c(C)c3C2c2ccc(C(C)C)cc2)cc1 (configuration not stated)	?	?
25	COc1ccc(C(=O)NCC(c2ccc3c(c2)OCO3)N2CCN(C)CC2)cc1 (configuration not stated)	0%	5%
26	C=CCn1c(NC(=O)c2ccco2)c(S(=O)(=O)c2ccccc2)c2nc3ccccc3nc21	11%	-2%
27	NC1CCCCC1N=Cc1c(O)n(CCc2ccc(F)cc2)c(=O)[nH]c1=O (configuration not stated)	-18%	3%
28	Cc1nn(-c2ccccc2)c2nc(-c3ccncc3)cc(C(=O)NCc3ccco3)c12	11%	4%
29	COC(=O)c1ccc([C@H]2Nc3ccc(S(=O)(=O)Nc4cccc(C)c4)cc3[C@H]3C=CC[C@H]32)cc1	-19%	8%
30	O=C(/C=C(\O)c1ccccc1)c1ccccc1O	-23%	-11%

item	IkB sig inh	Peg3 imprint
16	-6.5%	-5%
17	1.0%	-7%
18	0.4%	-12%
19	1.8%	-17%
20	?	-9%[10.9 µM]
21	1.2%	-1%
22	0.0%	0%
23	.	.
24	?	28%[10.9 µM]
25	0.0%	-11%[10.9 µM]
26	1.7%	-5%
27	2.9%	1%
28	?	-23%
29	?	-20%[10.9 µM]
30	.	-34%[inhibitor]

item	structure	p53ts 39C tox	p53ts 32C kill
31	CCc1ccc(CNC(=O)CN2C(=O)COc3ccccc32)cc1	-6%	7%
32	CCC(Sc1nc2cc3c(cc2c(=O)n1CCCC(=O)NCc1ccc(OC)cc1)OCO3)C(=O)NCCCOC (configuration not stated)	4%	5%
33	Nc1nc(CSc2n[nH]c(-c3ccccc3)n2)nc(Nc2ccccc2)n1	10%	11%
34	COc1ccc2c(c1)CCc1c(C(=O)Nc3c(C)nn(Cc4ccc(Cl)cc4)c3C)noc1-2	-16%	19%
35	C[N+](C)(C)[C@@H](C1=CCCC1=O)c1ccccc1	-2%[9.22 µM]	2%[9.22 µM]
36	CCOc1cccc(C2c3[nH]c4ccccc4c3CCN2C(=O)c2ccccc2F)c1 (configuration not stated)	3%	16%
37	Cc1cc(CNC(=O)[C@@H]2C[C@H]2[C@@H](NP(=O)(c2ccccc2)c2ccccc2)c2ccccc2)nn1C	-1%	13%
38	CCOc1ccc(N=c2scc(-c3ccc(OC)cc3)n2CCO)cc1	-15%	-7%
39	CC(C)CN1CN(Cc2ccco2)CNC1=S	-4%	45%[activator]
40	O=C(C1CCN(C2CC(=O)N(c3cccc(Cl)c3)C2=O)CC1)N1CCCCCC1 (configuration not stated)	3%	1%
41	Cc1cccc(C)c1NC(=O)c1oc2c(c1C)-c1nn(Cc3ccccc3)cc1CC2	-1%	1%
42	O=C(Nc1ncc(Cc2ccccc2)s1)c1cccs1	?	?
43	CCc1ccc(-n2nnc(-c3nc(-c4ccccc4)no3)c2C)cc1	-4%	-6%
44	CC(NC(=O)c1cc2ccccn2n1)c1ccccc1 (configuration not stated)	-19%	-3%
45	Cc1ccc(Nc2nc(N)nc(CN3CCN(C)CC3)n2)cc1	0%	-7%

item	IkB sig inh	Peg3 imprint
31	0.9%	-17%
32	-1.3%	5%[10.9 µM]
33	?	-18%
34	?	-11%[10.9 µM]
35	5.3%[11.4 µM]	.
36	?	-6%[10.9 µM]
37	.	-8%
38	.	.
39	.	.
40	1.4%	13%
41	?	-9%[10.9 µM]
42	?	.
43	?	-15%[10.9 µM]
44	-1.6%	-14%[10.9 µM]
45	1.9%	-10%

item	structure	p53ts 39C tox	p53ts 32C kill
46	O=C(O)CCc1nnc2n(Cc3ccc(F)cc3)c(=O)c3ccccc3n12	14%	2%
47	O=C(OCC(F)(F)C(F)F)c1ccccc1C(=O)Oc1ccc(F)cc1F	6%	1%
48	COc1ccccc1N1CCN(S(=O)(=O)c2c(C)sc3ncn(CC(=O)Nc4ccc(C)cc4Br)c(=O)c23)CC1	15%	3%
49	O=C1CCCCN1CCc1c[nH]c2ccccc12	10%	-4%
50	O=C(c1cccs1)N(Cc1ccco1)Cc1cc2ccccc2[nH]c1=O	22%	5%
51	COc1cccc(NC(=O)CSc2nnc(Cn3nnc4ccccc43)n2C)c1	13%	5%
52	C[C@@](N)(C(=O)O)c1cccc(CC(=O)O)c1	-10%	-4%
53	CCC1(C)Cc2c(sc3c2c(=O)n(C)c2nnc(SCC(=O)c4ccccc4)n32)CO1 (configuration not stated)	2%	1%
54	Cc1nc(-c2ccc(Cl)cc2)sc1CCNC(=O)c1ccc(C(F)(F)F)cc1	-5%	4%
55	CC1Cc2cc(/C(O)=C3/C(=O)C(=O)N(CCCN(C)C)C3c3ccncc3)ccc2O1 (configuration not stated)	17%	7%
56	CCC12CN(C(=O)c3ccc(OC)cc3)CC(CC)(CN(C(=O)c3ccc(OC)cc3)C1)C2=O	9%	14%
57	COc1ccccc1N1CCN(C(c2ccc(N(C)C)cc2)c2nnnn2CCc2ccccc2)CC1 (configuration not stated)	-7%	-5%
58	Cc1c(C(=O)Nc2ccccc2)sc2nc(-c3ccccc3)cn12	-14%	-8%
59	Cc1ccc(Cn2ccnc2SCC(=O)Nc2ccccc2C(F)(F)F)cc1	?	6%
60	CCc1cccc(NC(=O)Cn2ncc3c([nH]c4ccc(C)cc43)c2=O)c1	27%	6%

item	IkB sig inh	Peg3 imprint
46	0.6%	2%
47	0.9%	2%
48	?	-5%[10.9 µM]
49	.	.
50	?	-18%
51	.	.
52	0.2%	8%
53	-3.7%	-9%
54	?	-14%[10.9 µM]
55	1.7%	-10%
56	1.2%	-5%
57	.	.
58	?	-15%
59	2.3%	?
60	-4.5%	-7%[10.9 µM]

item	structure	p53ts 39C tox	p53ts 32C kill
61	C=CCn1c(SCC(=O)NC2CCS(=O)(=O)C2)nnc1-c1cc2c(s1)CCC(CC)C2 (configuration not stated)	-17%	-27%
62	COc1ccc(-n2nnnc2SCC(=O)N2CCOCC2)cc1	2%	-2%
63	COc1ccc(C2Oc3nc(SC)nnc3-c3ccccc3N2C(C)=O)cc1 (configuration not stated)	5%	7%
64	Cc1c(Cl)cccc1NC(=O)CN1C(=O)COc2ccc(S(=O)(=O)N3CCCCCC3)cc21	-1%	-2%
65	COc1c(-c2ccc(O)c(O)c2)oc2cc(O)cc(O)c2c1=O	-3%	7%
66	CS(=O)(=O)N1CCCC(C(=O)NCCCN2CCN(Cc3ccccc3)CC2)C1 (configuration not stated)	-6%	-11%
67	O=C(O)c1ccc(N2CCCCCC2)c(N2C(=O)c3ccccc3C2=O)c1	2%	-4%
68	Cc1cc(C)c(S(=O)(=O)Nc2ccc(OCC(=O)O)cc2)c(C)c1	4%	5%
69	Cc1ccc2onc(CC(=O)N3CCN(c4ccccc4F)CC3)c2c1	-23%	?
70	CCCN1C(=O)NC2(O)C(=O)c3ccccc3C12O (configuration not stated)	0%	-1%

item	IkB sig inh	Peg3 imprint
61	.	.
62	0.5%	-8%
63	?	-9%[10.9 µM]
64	-0.2%	-7%[10.9 µM]
65	0.9%[11.4 µM]	-9%
66	-0.5%	-13%
67	0.5%	21%
68	3.4%	2%
69	?	-10%[10.9 µM]
70	0.1%	-6%
